# MsrA inh – inhibits bovine methionine sulfoxide reductase A | inhibition, % at 15.5 µM | hit rate 0.75% among 360,000 | purified bovine MsrA, absorbance read-out; in the data active = inhibition above about 4.5%;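 also: 0% = vehicle wells with enzyme and 100% = reference inhibitor wells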
# E coli Lon inh – inhibits E. coli Lon protease; purified E. coli Lon protease, fluorescence polarization; inhibition, % at 7.94 µM; hit rate 0.42% among 360,000; AID 602123; in the data active = inhibition above about 13%, passing the limit was not always enough;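 also: 0% = enzyme with probe and DMSO and 100% = no enzyme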
# Target sequence (P0A9M0 whole entry, looked up): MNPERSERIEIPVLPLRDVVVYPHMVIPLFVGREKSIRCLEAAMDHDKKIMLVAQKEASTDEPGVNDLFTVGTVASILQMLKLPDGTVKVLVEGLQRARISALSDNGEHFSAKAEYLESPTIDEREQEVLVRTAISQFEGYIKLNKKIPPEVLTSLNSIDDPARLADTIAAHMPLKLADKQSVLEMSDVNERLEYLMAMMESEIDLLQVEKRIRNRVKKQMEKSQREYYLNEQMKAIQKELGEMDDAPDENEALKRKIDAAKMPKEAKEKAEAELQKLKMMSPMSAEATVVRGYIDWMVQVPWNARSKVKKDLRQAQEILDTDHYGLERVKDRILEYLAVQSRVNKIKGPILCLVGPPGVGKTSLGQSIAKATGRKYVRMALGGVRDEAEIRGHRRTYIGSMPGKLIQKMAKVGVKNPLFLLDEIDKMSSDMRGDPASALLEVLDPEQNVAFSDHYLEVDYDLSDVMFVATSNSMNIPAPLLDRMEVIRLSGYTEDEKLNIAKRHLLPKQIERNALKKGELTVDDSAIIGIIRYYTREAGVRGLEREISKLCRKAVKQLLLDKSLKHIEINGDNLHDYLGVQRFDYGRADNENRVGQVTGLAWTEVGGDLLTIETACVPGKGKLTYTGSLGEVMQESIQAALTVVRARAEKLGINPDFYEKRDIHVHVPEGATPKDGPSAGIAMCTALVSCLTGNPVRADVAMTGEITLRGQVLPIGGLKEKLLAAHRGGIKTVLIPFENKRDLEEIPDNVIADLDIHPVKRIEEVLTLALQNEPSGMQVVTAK
# SKN-1 block – blocks SKN-1 activity in C. elegans. C. elegans VP596 Pgst-4::GFP/RFP ratio, acrylamide-induced, 24 h. inhibition, % at 21.8 µM. hit rate 0.49% among 360,000. AID 624304;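 active = interference check ratio from 0.5 to 1.5 plus GFP to RFP signal ratio inhibition reaching or exceeding a fixed threshold, cut at about 30% in these data, passing the limit was not always enough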; also: some compounds called inactive have numbers as strong as hits
# PABP1 MLLE inh – inhibitors of microRNA-mediated deadenylation, human PABP1 MLLE binding; GST-MLLE / FITC-PAM2 fluorescence polarization; inhibition, % at 20 µM; hit rate 0.36% among 360,000; in the data active = inhibition above about 35%, passing the limit was not always enough;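 also: plate controls were DMSO wells with GST-MLLE for no effect and wells lacking GST-MLLE protein for full effect; some results filed as inactive read as strong as hits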
# FAS-TE inh – FAS thioesterase (human) inhibition | hit rate 0.67% among 360,000 | P49327 | inhibition, % at 15 µM | recombinant FAS-TE, OMFH fluorogenic substrate, fluorescence endpoint;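 active = compounds whose normalised, plate-corrected inhibition of enzyme fluorescence in the single-dose primary screen is 50% or more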;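 also: 0% = DMSO with enzyme and 100% = substrate without enzyme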
# CendR NRP1 mod – alters CendR peptide binding to human NRP-1; FAM-RPARPAR peptide binding to NRP-1, fluorescence polarization; inhibition, % at 25 µM; O14786; hit rate 0.85% among 360,000; AID 602438;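 active = inhibition or corrected inhibition above about 18%, plus a signal ratio from 0.5 to 1.5, limit read from the data, passing the limit was not always enough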; also: strong numbers were not always called active
# bovine MsrA act – activates bovine MsrA enzyme. activation, % at 10.6 µM. hit rate 0.3% among 360,000. AID 602163. purified bovine MsrA, absorbance read-out; in the data active = activation above about 7.5%;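 also: 0% = vehicle and 100% = reference activator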
# MT1-MMP act inh – MT1-MMP (human) activation inhibition; hit rate 0.061% among 360,000; GFP/RFP ratio change, % at 20 µM; P50281; AID 651647; HT1080 RFP-PRO-GFP cells, GFP/RFP ratio fluorescence, overnight; percent of plate control window, DMSO zero;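 active = GFP/RFP ratio change of at least 30% with cell ATP level not reduced by more than half and red fluorescence within 50% of control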; also: strong numbers were not always called active
#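 Compound: 20 µM single dose, 1% DMSO / System: HT1080 RFP-PRO-GFP cells / Controls: DMSO and RFP-L50D-GFP cell wells / Read-out basis: GFP/RFP fluorescence ratio / Schedule: overnight compound exposure at 37 °C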
# TbMetRS inhib – blocks T. brucei methionyl-tRNA synthetase activity; purified T. brucei MetRS, ATP depletion, Kinase-Glo luminescence; inhibition, % at 11.9 µM; hit rate 0.4% among 360,000;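 active = inhibition above a per-plate cutoff of the control wells' mean inhibition plus 3 SD, cut at about 5.5% in these data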;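 also: 0% = DMSO wells median and 100% = median of wells with control inhibitor compound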
#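 technique = Kinase-Glo luminescence, ATP depletion format | system = purified MetRS (methionyl-tRNA synthetase) enzyme from Trypanosoma brucei | timing = 15 min preincubation, 2 h reaction, all 25 °C | evaluation = percent inhibition versus plate control medians | dosing = single dose, 11.9 µM final nominal, 0.9% final DMSO | also added = substrates ATP, L-methionine and bulk Escherichia coli tRNA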
# Numbers without * were called inactive; nt = no result given. The order is random; about 4% have a hit in one of these screens.
# Below each SMILES – MT1-MMP act inh	MsrA inh	E coli Lon inh	SKN-1 block	TbMetRS inhib	FAS-TE inh	bovine MsrA act	CendR NRP1 mod	PABP1 MLLE inh
- CCc1cc(C(=O)NNC(=O)c2csc(N3CCOCC3)n2)sc1C
    11.3	0.5	-0.3	7.0	-0.3	-8.8	-2.3	10.8	-2.0
- CCOC(=O)c1c(NC(=O)CSc2nnc(-c3c[nH]c4ccccc34)n2C)sc2c1CCCC2
    -0.2	-0.2	-2.3	-2.0	-0.2	43.9	-0.8	7.8	-6.4
- C[C@H](NC(=O)OC(C)(C)C)C(=O)N/N=C/c1cccc2nccnc12
    0.4	1.8	-0.4	-15.0	0.1	-1.9	1.7	-0.5	6.0
- O=C(CCc1nc2ccccc2c(=O)[nH]1)NNC(=O)COc1ccccc1Cl
    4.6	1.1	-0.8	19.9	-0.4	-2.6	-1.9	-7.5	1.8
- COc1ccc(OC)c(S(=O)(=O)N2CCN(c3c(C)cccc3C)CC2)c1
    -7.8	-0.3	6.3	0.5	0.4	22.9	-2.6	-5.0	12.4
- COc1cccc(NC(=O)COC(=O)c2sccc2C)c1
    0.1	1.6	-5.9	16.1	-0.3	-0.4	-1.4	21.4	0.6
- O=[N+]([O-])c1ccc(OCCn2cncn2)cc1
    -0.4	3.1	4.3	-8.0	-0.2	-5.1	2.4	-3.9	17.0
- COc1ccc(OCCNc2cc(N3CCOCC3)ccc2[N+](=O)[O-])cc1
    9.1	0.9	-7.2	9.8	0.3	38.0	-4.6	10.3	-1.8
- COC(=O)COc1ccc(S(=O)(=O)NCCC2=CCCCC2)cc1
    -5.1	0.6	-6.9	-2.5	-0.7	1.7	-6.2	1.3	4.8
- Cn1nnnc1SCC(=O)Nc1c(Cl)cccc1Cl
    -1.8	0.5	-16.3	9.2	-0.6	-7.6	-0.6	-1.2	-3.6
- COCCCNC(=O)CCSc1ccc(Cl)cc1
    3.3	0.9	3.6	-10.0	0.1	-3.9	-8.8	-6.1	0.1
- Cc1csc(N=Cc2ccc([N+](=O)[O-])o2)n1
    -12.7	3.3	-4.2	11.7	0.4	-23.0	-3.0	4.6	1.7
- CCc1nnc(NS(=O)(=O)c2ccc(NC(=O)c3ccc([N+](=O)[O-])s3)cc2)s1
    3.0	2.5	-2.1	-15.1	0.6	-2.9	1.3	-16.4	12.0
- CSc1nnc(CNS(=O)(=O)c2ccc(Br)cc2)n1C
    -0.1	1.0	-3.8	10.7	-0.3	-6.1	-1.0	-4.1	-2.6
- Cc1cc(=O)[nH]c(SCC(=O)Nc2ccc(C(=O)O)cc2)n1
    -0.1	1.0	9.8	0.3	-0.1	-7.8	-1.6	5.5	46.9*
- CN(c1cccc(NC(=O)CN(c2cccc(Cl)c2)S(=O)(=O)c2ccc(Cl)cc2)c1)S(C)(=O)=O
    -1.7	-0.7	-4.6	16.3	-1.2	16.4	-10.1	4.3	0.3
- COc1ccc(S(=O)(=O)NCC(c2cccnc2)N2CCN(c3ccccc3OC)CC2)cc1C (stereo unspecified)
    2.7	-0.1	-0.4	12.9	-1.1	-4.8	-3.0	-6.7	-17.1
- COCCN(C(=O)c1ccco1)c1nnc(-c2ccc(F)cc2)s1
    -0.6	-0.3	1.0	-5.0	-0.4	6.8	-0.1	13.0	-0.2
- COc1ccc(OC)c(S(=O)(=O)NCCc2csc(-c3cccnc3)n2)c1
    1.3	0.0	7.5	10.3	0.0	-4.9	0.1	2.8	-7.9
- CN1C(c2ccc(F)cc2)=CS/C1=C(/C#N)c1nnc2n1-c1ccccc1SC2
    5.7	1.7	-8.8	20.6	-0.2	4.8	-1.9	15.7	-0.5

# 3 compounds from above, reduced to FAS-TE inh.
SMILES | FAS-TE inh
Cc1cc(=O)[nH]c(SCC(=O)Nc2ccc(C(=O)O)cc2)n1 | -7.8
COCCCNC(=O)CCSc1ccc(Cl)cc1 | -3.9
COc1ccc(OC)c(S(=O)(=O)N2CCN(c3c(C)cccc3C)CC2)c1 | 22.9

# (next part)
# Below each SMILES – MT1-MMP act inh	MsrA inh	E coli Lon inh	SKN-1 block	TbMetRS inhib	FAS-TE inh	bovine MsrA act	CendR NRP1 mod	PABP1 MLLE inh
- COc1ccc(O)c(/C=N/NC(=S)NCCc2ccccc2)c1
    8.6	0.1	11.3	3.9	-0.4	7.9	-7.7	7.6	34.9
- O=C(NCCc1cccs1)C1CC(c2ccccc2F)=NO1 (stereo unspecified)
    3.5	-0.3	14.6	4.1	-0.2	-10.7	0.8	-8.8	1.3
- CC(C)(C)[C@H]1C=C(C(=O)N2CCOCC2)O[C@@H](OCc2ccc(CO)cc2)C1
    1.9	1.0	4.2	5.7	-0.3	-10.2	-0.7	-2.1	-0.4
- C[C@@H]1CN([C@@H](C)CO)C(=O)Cc2cc(NS(=O)(=O)c3cn(C)cn3)ccc2O[C@@H]1CN(C)C(=O)Nc1ccccc1
    1.4	-0.7	2.2	5.7	-0.1	-8.5	-0.8	-2.2	-58.0
- C=C1CCN([C@@H](CC(C)C)C(=O)NCc2ccco2)S(=O)(=O)c2ccccc21
    2.1	-0.4	-12.2	-7.9	0.0	1.0	-3.0	11.3	-1.2
- Cc1ccc2nc(N3C(=O)C(O)=C(C(=O)c4ccco4)C3c3ccc(C)o3)sc2c1 (stereo unspecified)
    -2.2	0.8	-23.1	17.1	-1.6	1.7	-3.8	-76.5	-28.3
- CC(=O)c1cccc(NC(=O)Cn2cnc(S(=O)(=O)N3CCc4ccccc43)c2)c1
    5.0	0.0	-10.3	-16.6	0.5	-3.5	2.9	10.3	-12.2
- N#Cc1ccccc1Sc1ccccc1N
    1.0	nt	-3.7	3.4	-0.9	8.8	-3.9	-1.6	1.5
- CC(=O)OCC1=C(C(=O)O)N2C(=O)C(NC(=O)c3ccc(COc4ccc(Cl)cc4)o3)C2SC1 (stereo unspecified)
    -5.0	1.6	-7.4	-3.5	-0.3	-10.9	-13.6	-33.9	28.0
- COc1ccc(NC(=O)C2CC(=O)N(c3ccc(C)cc3)C2)cc1S(=O)(=O)N1CCCCC1 (stereo unspecified)
    1.7	0.1	-12.5	10.3	0.3	-10.5	-5.1	0.0	7.5
- CCNC(=O)C1CCCN(C(=O)c2ccc3ccccc3c2)CC1 (stereo unspecified)
    -0.1	1.3	-0.9	0.5	-0.4	-3.9	-8.4	7.2	11.3
- CC(C)OC(=O)c1c(NC(=O)C2CC=CCC2C(=O)O)sc2c1CCCCC2 (stereo unspecified)
    -1.8	-0.1	4.6	7.7	-0.3	1.0	-0.9	-2.8	19.5
- C[C@@H]1CN([C@@H](C)CO)S(=O)(=O)c2ccc(Br)cc2O[C@H]1CN(C)C(=O)Nc1ccc(C(F)(F)F)cc1
    2.7	0.1	5.9	-3.9	-2.3	15.2	-8.5	-1.0	12.8
- COc1cc(C(=O)N/C(=C\c2cn(C)c3ccccc23)C(=O)NCCCO)cc(OC)c1OC
    0.8	4.7*	-8.5	9.7	-0.9	-11.8	-10.5	4.1	13.2
- CCOc1ccc(CCNC(=O)CSCC(=O)Nc2cccc(C)c2)cc1OCC
    4.9	0.5	0.2	8.0	-0.6	-6.6	-4.6	-10.4	1.6
- CC(C)(C)CN1CCC(Oc2cccc(C(=O)N3CCC[C@H]3CO)c2)CC1
    0.7	0.9	-5.8	-4.1	-0.1	-4.5	-0.7	5.7	-3.8
- Cc1ccc(NC(=O)CCN2C(=O)C3CC=CCC3C2=O)cc1Cl (stereo unspecified)
    5.2	-0.5	7.1	3.4	-0.3	-3.9	-3.6	3.0	3.0
- COCCNc1nc(Cl)c(C#N)s1
    -2.2	-0.9	-13.1	9.3	-0.7	-10.6	-12.9	-16.9	-0.1
- COc1ccc(C)cc1NC(=O)CCNC(=O)Cn1ccc2ccccc2c1=O
    -2.8	1.2	1.6	4.7	-0.2	-7.8	-1.6	11.8	-7.7
- Cc1ccc(NC(=O)[C@H](NC(=O)[C@@H]2Cc3ccccc3CN2)c2ccccc2)cc1
    -4.8	-0.1	-4.4	6.1	-0.2	6.5	0.6	1.2	1.7

# Molecules shown so far with an NH in an aromatic ring, in the order listed:
# Below each SMILES – MT1-MMP act inh	MsrA inh	E coli Lon inh	SKN-1 block	TbMetRS inhib	FAS-TE inh	bovine MsrA act	CendR NRP1 mod	PABP1 MLLE inh
- CCOC(=O)c1c(NC(=O)CSc2nnc(-c3c[nH]c4ccccc34)n2C)sc2c1CCCC2
    -0.2	-0.2	-2.3	-2.0	-0.2	43.9	-0.8	7.8	-6.4
- O=C(CCc1nc2ccccc2c(=O)[nH]1)NNC(=O)COc1ccccc1Cl
    4.6	1.1	-0.8	19.9	-0.4	-2.6	-1.9	-7.5	1.8
- Cc1cc(=O)[nH]c(SCC(=O)Nc2ccc(C(=O)O)cc2)n1
    -0.1	1.0	9.8	0.3	-0.1	-7.8	-1.6	5.5	46.9*

# (continued)
# Below each SMILES – MT1-MMP act inh	MsrA inh	E coli Lon inh	SKN-1 block	TbMetRS inhib	FAS-TE inh	bovine MsrA act	CendR NRP1 mod	PABP1 MLLE inh
- Cc1ccc(CNC(=O)c2ccc(CNS(=O)(=O)c3ccc4c(c3)C(C)(C)C(=O)N4C)cc2)o1
    -1.9	-0.2	-10.6	-4.8	-0.1	-19.8	-5.5	-1.7	-2.5
- CCC(=O)NC(c1ccc(Cl)cc1Cl)c1ccc2cccnc2c1O (stereo unspecified)
    1.1	-0.5	1.0	13.0	-0.5	-3.7	-1.1	7.8	-7.0
- COc1ccc(Oc2cccc(Cl)c2CNC(=O)CC(C)(C)CC(=O)O)cc1
    -0.2	-0.4	-16.9	-3.0	0.5	-4.5	-2.0	2.8	-7.5
- O=C(NCC(=O)N1CCN(C(=O)c2ccco2)CC1)c1ccccc1
    2.6	0.3	-1.8	-13.9	-0.3	-3.0	-5.8	9.3	-16.1
- O=C(N/N=C/c1c[nH]c2ccccc12)c1ccccc1O
    3.9	4.5	-8.5	-0.1	0.3	0.1	-4.4	-13.4	-17.8
- COc1ccc(OCc2nnc(SCc3ccc(C(=O)O)cc3)o2)cc1
    1.2	-0.3	5.3	-3.7	0.2	-6.1	-8.9	20.7	8.5
- CC(=O)Nc1cccc(C(=O)/C=C/c2ccco2)c1
    -9.5	1.5	-8.1	6.8	1.0	-5.3	-3.6	-18.5	4.4
- Cc1ccccc1NC(=O)CSc1nnc2ccc(-c3ccccn3)nn12
    2.0	0.4	-5.9	11.5	-0.3	-5.8	-2.4	-4.8	14.6
- Cc1cccc(OCC(=O)Nc2ccc3c(C)cc(=O)oc3c2)c1
    2.2	1.6	-2.5	-3.2	-1.3	-6.0	-11.3	-1.9	-21.2
- Cc1cc(C)cc(NC(=O)C2CCN(S(=O)(=O)c3ccc4c(c3)NC(=O)C(C)S4)CC2)c1 (stereo unspecified)
    0.5	1.3	0.7	9.8	-0.1	15.3	-4.5	2.4	-4.2
- O=c1c2ccccc2[nH]c(=S)n1CCCN1CCN(C2CCCCC2)CC1
    1.2	-0.1	-3.2	-1.4	-0.8	-6.4	-11.0	1.4	-62.6
- Cc1c(C(=O)Nc2c(F)cccc2F)sc2ncnc(N3CCN(c4ccccc4)CC3)c12
    -4.3	1.5	-6.1	0.4	-1.0	44.3	-3.4	-7.3	-3.7

# Screening results deposited in PubChem by several laboratories.
